D2 agonist: D2 dopamine receptor (human) agonism; HEK293 T-REx D2 cells, calcium flux agonist mode; actives 0.53% (n = 340,000); activation, % at 2 µM;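 active means activation over 3 SD above normal in the single-dose calcium agonist read, cut at about 30% in these data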; further: 0% is about no effect
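Tetracycline-induced HEK293 Trex cells with D2 receptor force-coupled to calcium signaling, plated overnight at 30 C and loaded with no-wash calcium dye. Calcium flux read kinetically for 180 s after compound addition; responses flag agonists.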
TrxR1 substrate: is turned over as a substrate by rat TrxR1 | purified TrxR1 substrate turnover, NADPH consumption readout | Potency, µM (highest dose often 114 µM), for inactives: at the highest dose activity change, negative = substrate turnover | O89049 | actives 0.01% (n = 390,000) | AID 588456; further: potency means the concentration at half of the fitted maximal effect; on the % scale 0 is the no-effect control and ±100 the full control effect; nearly all actives have a fitted effect of over 50% in size
Target sequence (O89049 whole entry, looked up): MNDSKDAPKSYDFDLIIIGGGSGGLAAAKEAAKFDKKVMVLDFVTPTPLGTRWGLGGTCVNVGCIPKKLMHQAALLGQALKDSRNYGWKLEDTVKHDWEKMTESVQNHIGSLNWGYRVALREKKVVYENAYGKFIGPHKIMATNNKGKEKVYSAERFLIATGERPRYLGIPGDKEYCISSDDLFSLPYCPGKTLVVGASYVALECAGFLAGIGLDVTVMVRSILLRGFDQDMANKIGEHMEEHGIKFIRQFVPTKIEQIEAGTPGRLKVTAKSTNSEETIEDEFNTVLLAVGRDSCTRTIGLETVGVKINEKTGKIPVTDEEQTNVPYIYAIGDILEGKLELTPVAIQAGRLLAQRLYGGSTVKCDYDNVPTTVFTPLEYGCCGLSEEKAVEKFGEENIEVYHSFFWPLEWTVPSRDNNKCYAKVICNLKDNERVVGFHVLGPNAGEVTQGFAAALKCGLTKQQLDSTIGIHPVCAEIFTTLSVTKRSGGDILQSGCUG
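Rat TrxR1, dispensed at 90 nM, was prereduced with 400 uM NADPH (final) for 5 min at ~22 deg C, then incubated with compound 15 min before 400 uM selenite. A first-read NADPH fluorescence drop versus no-compound background flagged substrates.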
IDH1 R132H inh: blocks human mutant IDH1 R132H enzyme; Potency, µM (highest dose often 76.6 µM), inactives show at the top dose activity change, negative = inhibition, usual class: inhibitors; actives 0.093% (n = 390,000); IDH1-R132H enzyme, NADPH consumption, diaphorase/resazurin fluorescence; O75874; further: potency means the concentration at half of the fitted maximal effect; on the % scale 0 is the no-effect control and ±100 the full control effect; nearly all actives have a fitted effect of over 65% in size
Target sequence (O75874 whole entry R132H, stated change not applied): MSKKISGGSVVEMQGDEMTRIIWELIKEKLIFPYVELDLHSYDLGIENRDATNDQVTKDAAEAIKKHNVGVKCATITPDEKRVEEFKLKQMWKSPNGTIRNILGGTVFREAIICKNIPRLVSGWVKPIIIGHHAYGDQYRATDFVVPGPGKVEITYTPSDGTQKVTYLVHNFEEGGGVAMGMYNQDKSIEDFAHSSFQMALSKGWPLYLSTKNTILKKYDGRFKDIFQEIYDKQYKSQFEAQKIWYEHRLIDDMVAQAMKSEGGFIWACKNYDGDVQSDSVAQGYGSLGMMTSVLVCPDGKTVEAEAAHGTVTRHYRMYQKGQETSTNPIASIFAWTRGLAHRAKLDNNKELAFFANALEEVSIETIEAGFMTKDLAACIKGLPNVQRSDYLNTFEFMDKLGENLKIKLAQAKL
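IDH1-R132H (0.5 ug/mL) preincubated 30 min with compound, then NADPH (0.016 mM) and alpha-KG (2 mM) added; 80 min at RT, pH 7.5. Remaining NADPH coupled via diaphorase/resazurin to fluorescence (540/590 nm); concentration-response curves normalized to no-enzyme control.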
rTrxR1 inhibitor: inhibitors of rat thioredoxin reductase 1 | O89049 | recombinant rTrxR1, NADPH fluorescence consumption, selenite substrate | Potency, µM (series often up to 114 µM), inactives show at the top dose activity change, negative = inhibition, most hits filed as inhibitors | actives 1% (n = 390,000); further: potency means the concentration at half of the fitted maximal effect; on the % scale 0 is the no-effect control and ±100 the full control effect; nearly all actives have a fitted effect of over 65% in size
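Rat TrxR1 (90 nM in the dispensed reagent) was pre-reduced with 400 uM NADPH for 5 min at room temperature, then incubated with compound for 15 min. After 400 uM selenite was added, NADPH fluorescence (Ex 340/Em 450 nm) was followed for 8 min.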
TRHR enhancer: allosteric enhancers of human TRH receptor; P34981; TRHR cells, fluo-8 calcium fluorescence, EC20 TRH enhancement; enhancement, % at 2 µM; actives 0.66% (n = 360,000); AID 493056; in the data active means enhancement above about 30%; further: 0% is about no effect
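TRHR-expressing cells loaded with fluo-8 calcium dye were read kinetically (ex 480/em 530) during compound addition, then stimulated with an EC20 of TRH (10 nM final). Enhancement of the Gq-mediated intracellular calcium response was scored.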
TRHR ag: activates the human TRH receptor; P34981; TRHR cells, calcium flux fluo-8, FDSS agonist mode; activation, % at 2 µM; actives 0.18% (n = 360,000); AID 493084; in the data active means activation above about 30%; further: 0% is about no effect
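Read-out: compound-evoked intracellular calcium rise in TRHR cells, fluo-8 dye, kinetic FDSS fluorescence at 1 s/cycle following a 10-cycle baseline. Cells cultured overnight before dye loading (30 min–1.5 h, RT).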
D2 antagonist: D2 dopamine receptor (human) antagonism. P14416. inhibition, % at 10 µM. HEK293 TREx D2 cells, calcium flux, dopamine EC80. actives 2% (n = 340,000); in the data active means inhibition above about 30%; further: 0% is about no effect
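Inhibition of EC80 dopamine-driven calcium flux, recorded kinetically, defines activity here; cells are a tetracycline-induced HEK293 T-REx line expressing force-coupled D2.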
USP1-UAF1 inh: USP1/UAF1 (human) deubiquitinase inhibition | O94782 | recombinant USP1/UAF1, Ub-Rhodamine cleavage fluorescence | Potency, µM (series often up to 57.1 µM), for the others: at the highest dose activity change, negative = inhibition, most hits filed as inhibitors | actives 0.23% (n = 390,000) | AID 743255; further: potency means the concentration at half of the fitted maximal effect; on the % scale 0 is the no-effect control and ±100 the full control effect; nearly all actives have a fitted effect of over 60% in size; inactives centre near -12
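High-throughput fluorogenic screen: 1nM USP1/UAF1 complex, Ub-Rho substrate 150nM final, 50mM HEPES pH 7.8 with 0.5mM EDTA, 0.1 mg/ml BSA, 1mM TCEP and 0.01% Tween-20.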
Pin1 inh: blocks the human prolyl isomerase Pin1. Q13526. Pin1 FP peptide displacement, HiFluor488, 10 min. Potency, µM (highest dose often 115 µM), for the others: at the top dose activity, negative = inhibition, actives largely listed as inhibitors. actives 0.009% (n = 390,000). AID 504891; active means well fitted inhibition curve with a large enough effect in the polarisation, with a control signal flat, not every such curve was filed as active; inconclusive means small, poorly fitted or top-dose-only effect, or effect the other way, or a change in a side signal; inactive means no such curve, though single readings can be large or run the other way; the % refers to the polarisation; further: potency means the concentration at half of the fitted maximal effect; on the % scale 0 is the no-effect control and ±100 the full control effect
Target sequence (Q13526 whole entry, looked up): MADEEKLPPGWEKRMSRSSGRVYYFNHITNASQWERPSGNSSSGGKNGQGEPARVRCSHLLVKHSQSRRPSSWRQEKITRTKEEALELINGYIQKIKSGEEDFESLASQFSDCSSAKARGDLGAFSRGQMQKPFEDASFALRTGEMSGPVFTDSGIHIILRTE
The depositor's hits bear a star; [ ] = remark or other dose. Unless noted, the call rests on the fitted dose curve; in most records, active means well fitted inhibition curve with a large enough effect; inconclusive means small, poorly fitted or top-dose-only effect; inactive means no such curve, though single readings can be large or run the other way.

O=C(c1ccccc1)[C@@H]1[C@@H](C(=O)c2ccc(F)cc2)[C@@]2(C(=O)Nc3ccccc32)[C@H]2c3ccccc3C=CN12 was read as D2 agonist 57*, TrxR1 substrate -7%, IDH1 R132H inh -6%, rTrxR1 inhibitor -32%, TRHR enhancer -2, TRHR ag 1.1, D2 antagonist -5, USP1-UAF1 inh 28µM* and Pin1 inh inconclusive.
Cc1cc(C)n(CC(=O)N2CCc3ccccc32)c(=O)c1C#N was read as D2 agonist -0.7, TrxR1 substrate -4%, IDH1 R132H inh -4%, rTrxR1 inhibitor 1%, TRHR enhancer 0, TRHR ag 0.5, D2 antagonist 1, USP1-UAF1 inh -14% and Pin1 inh 5%.
O=C(OC1CCOC1=O)c1cccc(S(=O)(=O)Nc2cccc(Cl)c2)c1 (stereo not given) was read as D2 agonist -0.7, TrxR1 substrate -10%, IDH1 R132H inh -4%, rTrxR1 inhibitor -20%, TRHR enhancer 0, TRHR ag -0.2, D2 antagonist 1, USP1-UAF1 inh 0% and Pin1 inh -8%.
For CCOc1ncccc1C(=O)Nc1cc(S(=O)(=O)N(CC)CC)ccc1N1CCOCC1 the results were TrxR1 substrate -5%, IDH1 R132H inh -6%, rTrxR1 inhibitor 20%, USP1-UAF1 inh -12% and Pin1 inh 4%.
Screening Cc1ccc(Nc2nc3ccccc3c3nncn23)cc1C returned D2 agonist 0.3, TrxR1 substrate -4%, IDH1 R132H inh 20%, rTrxR1 inhibitor 4%, TRHR enhancer 8, TRHR ag -0.7, USP1-UAF1 inh -24% and Pin1 inh 12%.
`COc1ccc(CN2CCN(Cc3ccc(Br)cc3)CC2)c(OC)c1OC` gave D2 agonist -0.4, TrxR1 substrate 0%, IDH1 R132H inh 5%, rTrxR1 inhibitor 19%, TRHR enhancer -1, TRHR ag -0.6, D2 antagonist -7, USP1-UAF1 inh 8% and Pin1 inh inconclusive.
Cc1ccc(Cl)cc1N1CCN(C(=O)CCS(=O)(=O)c2cc(Br)cc3c2N(C(=O)C2CC2)CC3)CC1 was read as TrxR1 substrate -5%, IDH1 R132H inh -1%, rTrxR1 inhibitor 5%, TRHR enhancer -1, TRHR ag -0.3, USP1-UAF1 inh inconclusive and Pin1 inh 16%.
`Cc1nc(/N=C(\N)N(C)C)[nH]c(=O)c1C` gave D2 agonist -0.5, TrxR1 substrate -6%[0.0914 µM], IDH1 R132H inh 8%, rTrxR1 inhibitor -6%[57.1 µM], TRHR enhancer 2, TRHR ag 0.6, D2 antagonist -6, USP1-UAF1 inh 5% and Pin1 inh -3%.
Screening CCn1c(SCc2cccnc2)nnc1-c1c[nH]c2ccccc12 returned D2 agonist 0.2, TrxR1 substrate 3%[57.1 µM], IDH1 R132H inh 17%, rTrxR1 inhibitor 7%[57.1 µM], TRHR enhancer -2, TRHR ag 0.1, D2 antagonist -19, USP1-UAF1 inh -19% and Pin1 inh -5%.
For Cc1ccc(O)c(CCc2ccc(O)cc2)n1 the results were D2 agonist -0.9, TrxR1 substrate -4%[57.1 µM], IDH1 R132H inh -1%, rTrxR1 inhibitor -6%[57.1 µM], TRHR enhancer -2, TRHR ag 0.4, D2 antagonist 4, USP1-UAF1 inh -16% and Pin1 inh -2%.
For CCCOc1ccc(C(=O)Nc2cc3nn(-c4ccc(CC)cc4)nc3cc2C)cc1 the results were D2 agonist -0.3, TrxR1 substrate 28%, IDH1 R132H inh -7%, rTrxR1 inhibitor 43%[activator], TRHR enhancer 27, TRHR ag 1.0, USP1-UAF1 inh -14% and Pin1 inh -3%.
NC(=S)N=Nc1c(O)n(Cc2ccc(F)cc2)c2ccccc12 was read as D2 agonist -0.3, TrxR1 substrate -3%, IDH1 R132H inh -13%, rTrxR1 inhibitor 10%, TRHR enhancer -9, TRHR ag -0.9, D2 antagonist 19, USP1-UAF1 inh -3% and Pin1 inh -1%.
Screening COc1ccc(CC(=O)OCC(=O)Nc2cc(Cl)ccc2C)cc1 returned TrxR1 substrate -2%, IDH1 R132H inh -7%, rTrxR1 inhibitor 3%, USP1-UAF1 inh 4% and Pin1 inh 3%.
`CC(C)NC(=O)NC(=O)COC(=O)c1cc(S(=O)(=O)N2CCCCC2)ccc1N1CCOCC1` gave D2 agonist -0.3, TrxR1 substrate -2%, IDH1 R132H inh 14%, rTrxR1 inhibitor 18%, TRHR enhancer -5, TRHR ag -1.7, D2 antagonist 22, USP1-UAF1 inh -17% and Pin1 inh -2%.
Screening Cn1c(CCc2nc3ccccc3[nH]2)nnc1SCC#N returned D2 agonist 0.8, TrxR1 substrate 1%[57.1 µM], IDH1 R132H inh 1%, rTrxR1 inhibitor 5%[57.1 µM], TRHR enhancer 8, TRHR ag 0.1, D2 antagonist -9, USP1-UAF1 inh -11% and Pin1 inh -5%.
For COc1ccc2cc(CN(CC3CCCO3)C(=O)Nc3ccccc3OC)c(=O)[nH]c2c1 (stereo not given) the results were D2 agonist 0.0, TrxR1 substrate -17%, IDH1 R132H inh 3%, rTrxR1 inhibitor 12%[57.1 µM], TRHR enhancer -2, TRHR ag -0.9, D2 antagonist -28, USP1-UAF1 inh -10% and Pin1 inh inconclusive.
O=C(NCc1ccccc1)C1C2C=CC3(CN(Cc4cccnc4)C(=O)C13)O2 (stereo not given) was read as D2 agonist -0.7, TrxR1 substrate 10%, IDH1 R132H inh 5%, rTrxR1 inhibitor 25%, TRHR enhancer 18, TRHR ag -0.9, D2 antagonist -25, USP1-UAF1 inh -15% and Pin1 inh -1%.
O=C(NCCc1ccccc1)c1ccc(=O)[nH]c1 was read as D2 agonist 0.9, TrxR1 substrate 1%, IDH1 R132H inh 9%, rTrxR1 inhibitor 4%, TRHR enhancer 4, TRHR ag -1.3, D2 antagonist 0, USP1-UAF1 inh 6% and Pin1 inh 3%.
Screening Cc1ccc(SCCNC(=O)c2ccc(C)c(S(=O)(=O)Nc3ccccc3C)c2)cc1 returned D2 agonist 0.8, TrxR1 substrate -7%, IDH1 R132H inh 3%, rTrxR1 inhibitor 3%, TRHR enhancer -1, TRHR ag 0.6, D2 antagonist -10, USP1-UAF1 inh -13% and Pin1 inh 5%.
CCCCn1c(N)c(N(CCOC)C(=O)c2ccc3c(c2)C(=O)N(c2ccccc2C)C3=O)c(=O)[nH]c1=O was read as D2 agonist 0.2, TrxR1 substrate 3%, IDH1 R132H inh 11%, rTrxR1 inhibitor 13%[57.1 µM], TRHR enhancer 4, TRHR ag 0.7, D2 antagonist 17, USP1-UAF1 inh -8% and Pin1 inh -5%.
Screening CCOC(=O)c1ccc(N2CCOCC2)c(NS(=O)(=O)c2ccc(F)cc2)c1 returned TrxR1 substrate -12%, IDH1 R132H inh -9%, rTrxR1 inhibitor -7%, TRHR enhancer 0, TRHR ag -0.1, USP1-UAF1 inh -16% and Pin1 inh -1%.
`CC(=O)n1c2ccccc2c2nc(NC(C)C)sc21` gave D2 agonist 0.0, TrxR1 substrate 0%, IDH1 R132H inh -1%, rTrxR1 inhibitor 1%, TRHR enhancer 2, TRHR ag -0.6, D2 antagonist -1, USP1-UAF1 inh -24% and Pin1 inh -8%.
CN(C(=O)CN1C(=O)NC(C)(CCc2ccccc2)C1=O)c1ccccc1 (stereo not given) was read as D2 agonist 0.7, TrxR1 substrate -12%, IDH1 R132H inh 4%, rTrxR1 inhibitor -9%, TRHR enhancer 11, TRHR ag -0.1, D2 antagonist -22, USP1-UAF1 inh -2% and Pin1 inh -7%.
For COCC(=O)Nc1nc2ccccc2s1 the results were D2 agonist 0.2, TrxR1 substrate 0%, IDH1 R132H inh 2%, rTrxR1 inhibitor -5%, TRHR enhancer -1, TRHR ag 0.3, D2 antagonist 19, USP1-UAF1 inh -9% and Pin1 inh -4%.

Compounds from the list above that contain fluorine:
O=C(c1ccccc1)[C@@H]1[C@@H](C(=O)c2ccc(F)cc2)[C@@]2(C(=O)Nc3ccccc32)[C@H]2c3ccccc3C=CN12 was read as D2 agonist 57*, TrxR1 substrate -7%, IDH1 R132H inh -6%, rTrxR1 inhibitor -32%, TRHR enhancer -2, TRHR ag 1.1, D2 antagonist -5, USP1-UAF1 inh 28µM* and Pin1 inh inconclusive.
NC(=S)N=Nc1c(O)n(Cc2ccc(F)cc2)c2ccccc12 was read as D2 agonist -0.3, TrxR1 substrate -3%, IDH1 R132H inh -13%, rTrxR1 inhibitor 10%, TRHR enhancer -9, TRHR ag -0.9, D2 antagonist 19, USP1-UAF1 inh -3% and Pin1 inh -1%.
Screening CCOC(=O)c1ccc(N2CCOCC2)c(NS(=O)(=O)c2ccc(F)cc2)c1 returned TrxR1 substrate -12%, IDH1 R132H inh -9%, rTrxR1 inhibitor -7%, TRHR enhancer 0, TRHR ag -0.1, USP1-UAF1 inh -16% and Pin1 inh -1%.

Following part.
`O=C(CNC(=O)c1ccc(S(=O)(=O)N2CCCC2)cc1)N/N=C/c1c(Cl)cccc1Cl` gave D2 agonist -1.1, TrxR1 substrate 1%[57.1 µM], IDH1 R132H inh -3%, rTrxR1 inhibitor -1%[57.1 µM], TRHR enhancer 6, TRHR ag 0.2, D2 antagonist -4, USP1-UAF1 inh -17% and Pin1 inh 67%[activator].
OC(COCc1ccccc1)CN1CCN(c2ccccc2)CC1 (stereo not given) was read as D2 agonist 86*, TrxR1 substrate -5%, IDH1 R132H inh 17%, rTrxR1 inhibitor -11%, TRHR enhancer -7, TRHR ag 0.0, D2 antagonist 86*, USP1-UAF1 inh -1% and Pin1 inh -13%.
For COC(=O)c1cccc(NC(=O)c2cnn(C)c2)c1 the results were TrxR1 substrate 4%, IDH1 R132H inh 6%, rTrxR1 inhibitor 16%, USP1-UAF1 inh -18% and Pin1 inh -4%.
`Cc1cccc(NC(=O)c2ccc(-c3ccccc3)s2)c1` gave D2 agonist 0.2, TrxR1 substrate 3%, IDH1 R132H inh -1%, rTrxR1 inhibitor -21%, TRHR enhancer -4, TRHR ag 1.8, USP1-UAF1 inh -19% and Pin1 inh 21%.

Assay outcomes (PubChem BioAssay)

This is a subset; the hit share may differ from the screen's.
